Screens as filed in PubChem.
NS5 inhibitors = flavivirus cap methylation enzyme inhibition – biochemical, confirmation dose response, primary screen (AID 588689) | 340,000 compounds, 0.3% hits | one-dose inhibition, % at 25 µM; IC50 in µM for titrated hits | Dengue-2 NS5 methyltransferase capping enzyme assay, biochemical; higher % means a stronger effect; in the data active = a potency from the dose series
GPR35 antagonists = inhibition of zaprinast-stimulated GPR35 beta-arrestin translocation – imaging, U2OS, beta-arrestin-GFP, zaprinast agonist, primary screen (AID 2058); U2OS GPR35 beta-arrestin-GFP translocation imaging, zaprinast antagonism; higher % means a stronger effect; one-dose inhibition, % at 10 µM; IC50 in µM for titrated hits; 290,000 compounds, 0.052% hits;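 active = inhibition of at least 50% with at least 30 cells and total cytoplasm GFP at most 10,000,000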
GPR55 antagonists = inhibition of LPI-stimulated GPR55 beta-arrestin translocation – imaging, U2OS, beta-arrestin-GFP, LPI agonist, primary screen (AID 2013); 290,000 compounds, 0.13% hits; one-dose inhibition, % at 10 µM; IC50 in µM for titrated hits; U2OS GPR55 beta-arrestin-GFP translocation imaging, LPI antagonism; higher % means a stronger effect;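 active = spots per cell inhibited over 60%, with over 100 cells counted and total cytoplasm intensity under 500,000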;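 note: U2OS cells stably carrying GPR55 and arrestin-GFP stimulated by 5 µM LPI near EC80; imaged beta-arrestin-GFP aggregate spots per cell after agonist stimulation; plate controls were LPI-stimulated DMSO wells for no effect and DMSO wells without LPI for full effect; some results filed as inactive read as strong as hits; confirmed hits need IC50 under 10 µM and bright autofluorescent wells are also inconclusive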
West Nile antiviral = inhibition of WNV-induced cytopathic effect – cell-based, CPE readout (AID 1621) | West Nile virus-infected cells, CPE inhibition; higher % means a stronger effect | CPE inhibition, % at 10 µM, or IC50 in µM where a hit was titrated | 290,000 compounds, 0.02% hits; in the data active = a potency from the dose series; note: strong numbers were not always called active
HIV peptide binding = inhibitors of HIV fusion peptide binding, primary screen, biochemical, uHTS, fluorescence dequenching (AID 1986); inhibition, % at 20 µM, or IC50 in µM where a hit was titrated; cell-free peptide binding, fluorescence dequenching, 30 min; higher % means a stronger effect; 290,000 compounds, 0.3% hits; in the data active = inhibition mostly above about 52%, no sharp cut-off; inactive = mostly below about 76%; note: some results filed as inactive read as strong as hits
KOR beta-arrestin-1 = KOR antagonists, beta-arrestin recruitment, cell-based, luminescence, uHTS (AID 1778); KOR beta-arrestin recruitment, luminescence, antagonist mode; higher % means a stronger effect; one-dose inhibition, % at 10 µM; IC50 in µM for titrated hits; 290,000 compounds, 0.091% hits; in the data active = inhibition above about 50%; note: strong numbers were not always called active
GPR55 activation = selective activators of receptor GPR55 – imaging, U2OS cells, beta-arrestin-GFP redistribution, primary screen (AID 1961); U2OS GPR55 beta-arrestin-GFP redistribution imaging; higher % means a stronger effect; one-dose activation, % at 10 µM; EC50 in µM for titrated hits; 290,000 compounds, 0.048% hits;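 active = activation above 40% with more than 50 cells counted in the well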;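 note: U2OS osteosarcoma cells stably expressing GPR55 and beta-arrestin-GFP; plate controls were DMSO negative control for no effect and LPI positive control for full effect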
NOD1 NF-kB reporter = inhibition of NOD1-driven NF-kB reporter – cell-based, luminescence, uHTS, primary screen (AID 1578); NOD1-driven NF-kB luciferase reporter cells, luminescence; higher % means a stronger effect; inhibition, % at 4 µM; hits with a dose series show EC50 in µM; 290,000 compounds, 1% hits; in the data active = inhibition mostly above about 36%, no sharp cut-off; inactive = mostly below about 34%;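 note: HEK-293T reporter cells stimulated with the NOD1 agonist gamma-tri-DAP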
KOR beta-arrestin-2 = kappa opioid receptor activators – cell-based, luminescence, uHTS, primary screen (AID 1777). 280,000 compounds, 0.02% hits. KOR beta-arrestin recruitment, luminescence; higher % means a stronger effect. activation, % at 10 µM, or EC50 in µM where a hit was titrated; in the data active = activation above about 50%, passing the limit was not always enough; note: a part of the inactive calls stands beside numbers as strong as those of hits
The depositor's hits bear a star; [ ] = remark or other dose. A portion of the library; rates above refer to the full screens.

Results for CC12CC3CC(C)(C1)CC(C(=O)NCc1cccnc1)(C3)C2 ?
NS5 inhibitors: -8.8%; GPR35 antagonists: -13.7%; GPR55 antagonists: 5.1%; West Nile antiviral: -0.5%; HIV peptide binding: 2.7%; KOR beta-arrestin-1: -21.4%[20 µM]; GPR55 activation: -0.1%; NOD1 NF-kB reporter: -5.1%; KOR beta-arrestin-2: 6.7%

What do the screens show for `O=C1NC(=O)C2(CCC(C(=O)O)C2)N1` (centres undefined)?
NS5 inhibitors: 2.2%; GPR35 antagonists: -11.3%; GPR55 antagonists: 7.1%; West Nile antiviral: 0.2%; HIV peptide binding: -0.4%; KOR beta-arrestin-1: 43.9%; GPR55 activation: 0.2%; NOD1 NF-kB reporter: -28.0%; KOR beta-arrestin-2: -0.8%

What do the screens show for `CCS(=O)(=O)N1CCN(C(=O)c2cccc(OC)c2)CC1`?
NS5 inhibitors: -1.6%; GPR35 antagonists: -14.6%; GPR55 antagonists: -11.1%; West Nile antiviral: 0.0%; HIV peptide binding: -2.9%; KOR beta-arrestin-1: 9.2%; GPR55 activation: -0.2%; NOD1 NF-kB reporter: 9.5%; KOR beta-arrestin-2: 1.8%

Results for COc1cccc(C(=O)Nc2cc([N+](=O)[O-])ccc2N2CCN(C)CC2)c1 ?
NS5 inhibitors: 1.4%; GPR35 antagonists: -3.9%; GPR55 antagonists: 3.0%; West Nile antiviral: -0.1%; HIV peptide binding: -2.0%; KOR beta-arrestin-1: -26.3%; GPR55 activation: 0.3%; NOD1 NF-kB reporter: -21.3%; KOR beta-arrestin-2: -2.7%

Results for CC(=O)Nc1ccc(S(=O)(=O)CCC#N)cc1 ?
NS5 inhibitors: -1.6%; GPR35 antagonists: 4.6%; GPR55 antagonists: 16.0%; West Nile antiviral: 0.0%; HIV peptide binding: -3.2%; KOR beta-arrestin-1: -19.4%; GPR55 activation: -0.1%; NOD1 NF-kB reporter: 27.7%; KOR beta-arrestin-2: 3.8%

Results for Cc1cc(OCC(=O)Nc2ccccn2)c2c(C)cc(=O)oc2c1 ?
NS5 inhibitors: 4.6%; GPR35 antagonists: 3.8%; GPR55 antagonists: -3.6%; West Nile antiviral: -0.1%; HIV peptide binding: 7.6%; KOR beta-arrestin-1: -0.7%; GPR55 activation: -0.1%; NOD1 NF-kB reporter: -11.6%; KOR beta-arrestin-2: 1.5%

Results for Cc1ccccc1OCCCSc1nc2ccccc2[nH]1 ?
NS5 inhibitors: -9.1%; GPR35 antagonists: 3.2%; GPR55 antagonists: -9.4%; West Nile antiviral: -1.3%; HIV peptide binding: -1.3%; KOR beta-arrestin-1: 0.2%; GPR55 activation: -0.2%; NOD1 NF-kB reporter: -2.8%; KOR beta-arrestin-2: 4.1%

What do the screens show for `Cc1nn(Cc2ccccc2)c(Cl)c1C(=O)OCC#N`?
NS5 inhibitors: -2.3%; GPR35 antagonists: -2.3%; GPR55 antagonists: -0.6%; West Nile antiviral: -0.4%; HIV peptide binding: 0.7%; KOR beta-arrestin-1: 17.0%; GPR55 activation: -0.2%; NOD1 NF-kB reporter: -16.3%; KOR beta-arrestin-2: -2.1%

What do the screens show for `COc1ccc(NC(=O)N2CCCC(CNS(=O)(=O)c3cccs3)C2)c(C)c1` (centres undefined)?
NS5 inhibitors: -0.8%; GPR35 antagonists: 8.1%; GPR55 antagonists: -3.1%; West Nile antiviral: -1.2%; HIV peptide binding: 1.8%; KOR beta-arrestin-1: -26.3%; GPR55 activation: 0.1%; NOD1 NF-kB reporter: -26.5%; KOR beta-arrestin-2: 6.2%

Results for Fc1ccccc1Cn1nnc(-c2ccc3c(c2)OCO3)n1 ?
NS5 inhibitors: -11.6%; GPR35 antagonists: 3.5%; GPR55 antagonists: 2.6%; West Nile antiviral: 0.2%; HIV peptide binding: 0.2%; KOR beta-arrestin-1: -16.0%; GPR55 activation: -0.1%; NOD1 NF-kB reporter: -120.4%; KOR beta-arrestin-2: 4.9%

Reprinted at random: 2 compounds from above
Results for CC(=O)Nc1ccc(S(=O)(=O)CCC#N)cc1 ?
NS5 inhibitors: -1.6%; GPR35 antagonists: 4.6%; GPR55 antagonists: 16.0%; West Nile antiviral: 0.0%; HIV peptide binding: -3.2%; KOR beta-arrestin-1: -19.4%; GPR55 activation: -0.1%; NOD1 NF-kB reporter: 27.7%; KOR beta-arrestin-2: 3.8%

Results for Cc1ccccc1OCCCSc1nc2ccccc2[nH]1 ?
NS5 inhibitors: -9.1%; GPR35 antagonists: 3.2%; GPR55 antagonists: -9.4%; West Nile antiviral: -1.3%; HIV peptide binding: -1.3%; KOR beta-arrestin-1: 0.2%; GPR55 activation: -0.2%; NOD1 NF-kB reporter: -2.8%; KOR beta-arrestin-2: 4.1%

The listing continues.
What do the screens show for `Oc1ccccc1/C=N/Nc1cc(N2CCCC2)nc(N2CCCC2)n1`?
NS5 inhibitors: 9.8%; GPR35 antagonists: -14.8%; GPR55 antagonists: 35.6%; West Nile antiviral: 0.0%; HIV peptide binding: 3.6%; KOR beta-arrestin-1: 10.5%; GPR55 activation: 0.0%; NOD1 NF-kB reporter: 14.2%; KOR beta-arrestin-2: 1.3%

Results for Cn1cc(Cl)c(C(=O)N/N=C/c2ccc3c4c(cccc24)CC3)n1 ?
NS5 inhibitors: 8.0%; GPR35 antagonists: 16.9%; GPR55 antagonists: -2.8%; West Nile antiviral: 0.1%; HIV peptide binding: -0.7%; KOR beta-arrestin-1: -70.7%; GPR55 activation: -0.1%; NOD1 NF-kB reporter: -28.3%; KOR beta-arrestin-2: 3.3%

How did O=C1C2C3C=CC(C3)C2C(=O)N1c1ccc(-c2nc3ccccc3o2)cc1 (centres undefined) do in these assays?
NS5 inhibitors: 0.0%; GPR35 antagonists: 0.8%; GPR55 antagonists: 3.8%; West Nile antiviral: 0.9%; HIV peptide binding: -0.5%; KOR beta-arrestin-1: -15.7%; GPR55 activation: -0.2%; NOD1 NF-kB reporter: -94.6%; KOR beta-arrestin-2: -1.4%

Results for CSc1cccc(NC(=O)CCCOc2ccc(Cl)cc2Cl)c1 ?
NS5 inhibitors: 3.2%; GPR35 antagonists: 2.4%; GPR55 antagonists: -15.8%; West Nile antiviral: 0.0%; HIV peptide binding: 1.6%; KOR beta-arrestin-1: 1.5%; GPR55 activation: -0.2%; NOD1 NF-kB reporter: -13.9%; KOR beta-arrestin-2: 3.1%

Results for CCSc1nc2ccccc2n1C(=O)c1ccc(S(=O)(=O)N2CCCCC2)cc1 ?
NS5 inhibitors: -17.2%; GPR35 antagonists: -0.1%; GPR55 antagonists: 5.2%; West Nile antiviral: -0.1%; HIV peptide binding: 0.3%; KOR beta-arrestin-1: 20.7%; GPR55 activation: -0.1%; NOD1 NF-kB reporter: -11.9%; KOR beta-arrestin-2: -0.2%

What do the screens show for `CN(C(=O)c1c(Cl)nc2sccn12)C1CCCCC1`?
NS5 inhibitors: -9.9%; GPR35 antagonists: -5.8%; GPR55 antagonists: 0.5%; West Nile antiviral: 0.0%; HIV peptide binding: 1.8%; KOR beta-arrestin-1: -66.3%; GPR55 activation: -0.1%; NOD1 NF-kB reporter: 23.0%; KOR beta-arrestin-2: 6.7%

Results for Cc1ccc(C(C)NC(=O)Cn2nc(C)c([N+](=O)[O-])c2C)cc1 (centres undefined) ?
NS5 inhibitors: -5.1%; GPR35 antagonists: -0.2%; GPR55 antagonists: 7.1%; West Nile antiviral: -0.7%; HIV peptide binding: -0.9%; KOR beta-arrestin-1: 27.9%; GPR55 activation: 0.0%; NOD1 NF-kB reporter: -17.7%; KOR beta-arrestin-2: 5.2%

Results for O=C(O)Cc1ccc(NC(=O)c2ccc3c(c2)C(=O)N(Cc2ccco2)C3=O)cc1 ?
NS5 inhibitors: 4.5%; GPR35 antagonists: -7.6%; GPR55 antagonists: 8.6%; West Nile antiviral: -0.4%; HIV peptide binding: 17.9%; KOR beta-arrestin-1: -8.6%; GPR55 activation: 0.0%; NOD1 NF-kB reporter: -19.3%; KOR beta-arrestin-2: 0.1%

How did COc1cccc(C(=O)COC(=O)CCCC(=O)NC2CCCCC2)c1 do in these assays?
NS5 inhibitors: -1.6%; GPR35 antagonists: -3.1%; GPR55 antagonists: 13.6%; West Nile antiviral: -0.3%; HIV peptide binding: 1.3%; KOR beta-arrestin-1: -9.8%; GPR55 activation: -0.1%; NOD1 NF-kB reporter: -27.8%; KOR beta-arrestin-2: 7.1%

How did CCN1CCN(c2nc3c(c(=O)[nH]c(=O)n3C)n2CCCc2ccccc2)CC1 do in these assays?
NS5 inhibitors: -6.0%; GPR35 antagonists: 8.2%; GPR55 antagonists: -0.6%; West Nile antiviral: 0.4%; HIV peptide binding: -0.3%; KOR beta-arrestin-1: -43.4%[20 µM]; GPR55 activation: -0.2%; NOD1 NF-kB reporter: -32.8%

How did Cc1ccnc(NS(=O)(=O)c2ccc(NS(=O)(=O)c3ccc([N+](=O)[O-])cc3)cc2)n1 do in these assays?
NS5 inhibitors: -2.4%; GPR35 antagonists: 1.8%; GPR55 antagonists: -5.5%; West Nile antiviral: 0.2%; HIV peptide binding: -0.6%; KOR beta-arrestin-1: 4.3%; GPR55 activation: -0.2%; NOD1 NF-kB reporter: -5.4%; KOR beta-arrestin-2: 1.2%

How did COc1cc(NC(=O)CSc2nncn2C)c(C)cc1[N+](=O)[O-] do in these assays?
NS5 inhibitors: -1.8%; GPR35 antagonists: 6.6%; GPR55 antagonists: 0.8%; West Nile antiviral: -0.3%; HIV peptide binding: 0.0%; KOR beta-arrestin-1: -31.4%; GPR55 activation: -0.3%; NOD1 NF-kB reporter: -36.5%; KOR beta-arrestin-2: 2.3%

What do the screens show for `O=C1CN(S(=O)(=O)c2ccc(Cl)cc2)c2ccccc2N1`?
NS5 inhibitors: -5.0%; GPR35 antagonists: -5.5%; GPR55 antagonists: 0.7%; West Nile antiviral: -0.2%; HIV peptide binding: -1.0%; KOR beta-arrestin-1: -23.8%[20 µM]; GPR55 activation: -0.4%; NOD1 NF-kB reporter: -13.2%; KOR beta-arrestin-2: -3.1%

What do the screens show for `CCOc1ccc2oc(C(=O)OCC(=O)NC3CC3)c(C)c2c1`?
NS5 inhibitors: -4.7%; GPR35 antagonists: 12.1%; GPR55 antagonists: 12.8%; West Nile antiviral: -0.2%; HIV peptide binding: 0.0%; KOR beta-arrestin-1: -13.3%; GPR55 activation: -0.5%; NOD1 NF-kB reporter: -33.8%; KOR beta-arrestin-2: 1.9%

Results for C#CC(C)(C)NC(=O)CSc1nc2c(c(=O)n(C)c(=O)n2C)n1CCCC ?
NS5 inhibitors: -3.6%; GPR35 antagonists: -8.7%; GPR55 antagonists: 2.2%; West Nile antiviral: 0.3%; HIV peptide binding: 0.4%; KOR beta-arrestin-1: 2.9%; GPR55 activation: 0.4%; KOR beta-arrestin-2: 2.5%

What do the screens show for `Cc1ccc2oc(=O)n(CCOc3ccccc3C)c2c1`?
NS5 inhibitors: -5.2%; GPR35 antagonists: 20.1%; GPR55 antagonists: 6.4%; West Nile antiviral: 0.5%; HIV peptide binding: -1.8%; KOR beta-arrestin-1: -0.6%[20 µM]; GPR55 activation: -0.1%; NOD1 NF-kB reporter: 35.4%
